# Lipid storage S3: qHTS Assay for Lipid Storage Modulators in Drosophila S3 Cells. 0.64% of 320,000 active. lipid storage change, negative = inhibition, % at the top dose, mostly 46.1 µM; hits show Potency in µM. Drosophila S3 cells, BODIPY lipid droplet fluorescence, 18-24 h; cells fed with added oleic acid; active means well fitted inhibition curve with a large enough effect in the signal ratio, with a control signal flat, not every such curve was filed as active; inconclusive means small, poorly fitted or top-dose-only effect, or effect the other way, or a change in a side signal; the % refers to the signal ratio
#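 Drosophila S3 cells got compounds at several concentrations plus oleic acid (400 uM solution). Laser-scanning cytometry with 488 nm excitation read lipid droplets at 500-530 nm and cells at 575-640 nm. Percent activity was relative to 20 uM Triacsin C.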
# Lipid storage S3 cell count max: recorded beside Lipid storage S3, whose call it bears; cell number change, %; measured here: cell count max response;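 cells counted by Cell Tracker Red CMTPX staining in the red channel; peak over a dose series mostly up to 46.1 µM; percent activity relative to internal control wells on each plate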
# Numbers without * were called inactive; i = inactive; ? = inconclusive; . = no result given; [ ] = another dose, or the depositor's remark. On the % scale 0 is the no-effect control and ±100 the full control effect; potency means the concentration at half of the fitted maximal effect. An excerpt, so the mix of outcomes need not match the whole.
molecule	Lipid storage S3	Lipid storage S3 cell count max
CCN(CC)CCCN=Cc1c(O)n(Cc2ccccc2)c(=O)c2ccccc12	i	-20
CC(C)C[C@H](NC(=O)[C@H](Cc1ccccc1)n1c(=O)[nH]c2ccccc2c1=O)C(=O)N1CCC(C(=O)O)CC1	-24%	1
O=S1(=O)c2cccc3cccc(c23)N1Cc1nnc(-c2ccccc2Br)o1	?	.
CN(CC(=O)Nc1cccc(F)c1)CC(=O)Nc1ccccc1Oc1ccccc1	?	.
O=C(NCc1ccccn1)c1ccc2ccccc2n1	?	.
CCOc1ccc(/C=C2/Sc3ccc(C(=O)N4CCN(C(=O)c5ccco5)CC4)cc3N(C)C2=O)cc1OC	?	.
CCn1c(Cc2ccc(OC)cc2)nc2ccccc21	?	.
CCCCCC/C(=N\NS(C)(=O)=O)c1ccccc1	i	-5
COC(=O)c1ccccc1NC(=S)NC(=O)C1CC1	6%	2
O=C1N=C2N(CCN3CCCCC3)c3ccccc3N2/C1=C\c1ccc([N+](=O)[O-])o1	-28%	2
O=C(Cc1ccccc1)Nc1cccc(N2C(=O)C=CC2=O)c1	?	.
CC(C)C1Cc2c(C#N)c(N)sc(=S)c2CO1 (stereo not given)	0%	-1
COc1ccc(S(=O)(=O)Nc2cc(C)c(O)c(S(=O)(=O)c3ccccc3)c2)cc1	11%	2
CC(=O)c1cnc2cc(-c3ccccc3)nn2c1C	i	.
O=C(c1ccncc1)N1CCN(c2cccc(C(F)(F)F)c2)CC1	?	.
CCc1ccc2[nH]c3nc(N/N=C/c4cccc(O)c4)nnc3c2c1	-1%	-21
COc1cc(-c2nc3ccccn3c2NCc2ccccc2)ccc1SC1CCCCC1	?	.
Cc1ccc(CN(C(=O)COc2ccc(C)c(C)c2)C2CCS(=O)(=O)C2)o1 (stereo not given)	?	.
O=C(Nc1cnn(Cc2ccc(Cl)cc2)c1)c1cnccn1	?	.
CCOC(=O)c1c(C)oc2cc(Br)c(OCC(N)=O)cc12	11%	6
Cn1c(NC(=O)Cc2cccs2)cc(=O)n(C)c1=O	?	.
Cc1ccc2sc(NNC(=O)C3COc4ccccc4O3)nc2c1C (stereo not given)	?	.
COc1ccc(-n2c(=O)/c(=C\c3cccs3)s/c2=C(/C#N)C(=O)NCCN2CCOCC2)cc1	?	.
Cc1c(CCC(=O)NCCCC(=O)O)c(=O)oc2cc3oc4c(c3cc12)CCCC4	i	.
O=C(CSc1nc(-c2ccco2)cc(C(F)(F)F)n1)NN1CCOCC1	?	.

# The last 4 records of the section before come first, to join the parts:
molecule	Lipid storage S3	Lipid storage S3 cell count max
Cc1ccc2sc(NNC(=O)C3COc4ccccc4O3)nc2c1C (stereo not given)	?	.
COc1ccc(-n2c(=O)/c(=C\c3cccs3)s/c2=C(/C#N)C(=O)NCCN2CCOCC2)cc1	?	.
Cc1c(CCC(=O)NCCCC(=O)O)c(=O)oc2cc3oc4c(c3cc12)CCCC4	i	.
O=C(CSc1nc(-c2ccco2)cc(C(F)(F)F)n1)NN1CCOCC1	?	.
COc1ccc(-c2cccc(C3CC=CC4C3C(=O)N(Cc3ccccc3)C4c3cc(C)ccc3F)c2)cc1 (stereo not given)	-11%	15
COC(=O)NCc1cccc(CNC(=O)OC)c1	-10%	-7
COc1cccc(NC(=O)C2CCCN2C(=O)NC2CCCCC2)c1 (stereo not given)	i	-27
CC(C)(C)N(Cc1ccccc1)C(=O)COC(=O)CN1C(=O)NC2(CCCC2)C1=O	?	.
COc1ccc(OC)c(CN2CCN(C(=O)c3cc(S(=O)(=O)Nc4ccccc4OC)ccc3C)CC2)c1	?	.
CC12CCC(C/C1=N/O)C2(C)C (stereo not given)	?	.
CCOc1ccc(NC(=O)CCC(=O)n2nc(C)cc2C)cc1	-5%	1
COc1ccc(C2/C(=C(\O)c3ccc4c(c3)OCCO4)C(=O)C(=O)N2Cc2cccnc2)cc1OC (stereo not given)	?	.
FC(F)(F)c1ccc(NCCc2ccccc2)nc1	?	.
C=CCn1c(COc2ccccc2F)nnc1SCCN1C(=O)c2ccccc2C1=O	0%	0
CCOc1ccc(N2C(=O)/C(=C\c3ccc(OC)c(O)c3)S(=O)(=O)C2c2cccc([N+](=O)[O-])c2)cc1 (stereo not given)	?	.
O=S1(=O)N=C(N/N=C/c2ccc(Br)o2)c2ccccc21	20%	-3
CCn1cc(C(=O)NCCCN(C)C)c(=O)c2cc(F)c(N3CCN(C)CC3)cc21	?	.
COc1ccc(N2C(=O)/C(=C/c3ccc([N+](=O)[O-])cc3)N=C2C)cc1	?	.
Cn1cc([N+](=O)[O-])c(C(=O)Nc2ccc(C(=O)N3CCCCC3)cc2)n1	15%	29
CCOc1cc(C2NC(=O)NC(O)(C(F)(F)F)C2C(=O)c2ccccc2)ccc1OC (stereo not given)	?	.
C=CCc1ccc(OCC(O)CN2CCCCC2C)c(OC)c1 (stereo not given)	-26%	-15
CN(C)/C=C\C(=C/C(=O)C(F)(F)F)Nc1ccccc1Oc1ccccc1	-15%	.
Cc1cc(C)c(S(=O)(=O)N2CCN(C(=O)N3CCCCC3)CC2)c(C)c1	?	.
CCC(C)(C(=O)NC1CCCCC1)N(C)C(=O)c1ccccn1 (stereo not given)	?	.
Nc1nc(SCC(=O)NCc2ccc(F)cc2)[nH]c(=O)c1NC(=O)c1ccc(Cl)cc1	13%	21
CCN(CC(=O)NCC(=O)Nc1ccc(Br)cc1C)Cc1ccccc1	?	.
COC(=O)c1ccc(NC(=O)CN(C)Cc2cccc(F)c2)cc1	4%	1
O=C(Nc1ccc(N2CCOCC2)cc1)c1ccc2nc(-c3ccco3)c(-c3ccco3)nc2c1	?	.
Cc1cc(NC(=O)CCS(=O)(=O)c2nc(-c3ccccc3)cc(C(F)(F)F)n2)no1	?	.
Cc1ccsc1C(=O)NNC(=O)c1csc(N2CCOCC2)n1	?	.
Cc1ccc(C(=O)O)cc1NS(=O)(=O)c1ccc2ccccc2c1	i	-8
CC1Cc2cc(S(=O)(=O)NCCC(=O)N(C)Cc3ccccc3)ccc2N1C(=O)C1CC1 (stereo not given)	?	.
Cc1ccc(NC(=O)NNC(=O)c2ccc3c(c2)NC(=O)C(C)(C)O3)cc1	-24%	8
Cc1csc(CNC(=O)C2CCC(=O)N(CCc3cccc(F)c3)C2)n1 (stereo not given)	?	.
COc1ccc(C2C(C(=O)N3CCOCC3)c3ccccc3C(=O)N2c2ccc(OC)cc2)cc1 (stereo not given)	-3%	2
C=CCn1cccc(C(=O)Nc2cc(OC)ccc2OC)c1=O	28%	.
COc1cccc(C2CC(c3ccc(F)cc3)Nc3nc(N)nn32)c1 (stereo not given)	?	.
Cc1ccc(-n2c(Cc3cccn3C)nnc2SCC(=O)NCc2ccc3c(c2)OCO3)cc1	?	.
COc1ccc2c(c1)c1nnc(SCC(=O)N3C(C)CCCC3C)nc1n2C (stereo not given)	?	.
CCc1ccc(C2C3=C(CCCC3=O)OC3=C2C(=O)CCC3)cc1	8%	4
CCOC(=O)C1CCCN(Cc2nc(N)nc(Nc3ccc(C)cc3)n2)C1 (stereo not given)	?	.
CSc1nsc(SCC(=O)NCc2ccccc2)n1	-1%	-15
Cc1c(OC(C)C(=O)NCc2cccnc2)ccc2c3c(c(=O)oc12)CCCC3 (stereo not given)	i	-22
COC(=O)c1sc(-c2ccccc2)cc1NC(C)=O	?	.
O=C(Cn1c(=O)oc2cccnc21)Nc1ccc(C(F)(F)F)cc1	?	.
Cc1ccc(NC(=O)CCn2c(=O)c3cccn3c3ccccc32)cc1C	?	.
c1ccc(Nc2cccc(Nc3ccccc3)c2)cc1	?	.
COc1ccc(C(=O)NC(CCSC)C(=O)N2CCCCCC2)cc1 (stereo not given)	?	.
CCOc1ccc2oc(C(=O)O)c(C)c2c1	?	.
COc1cc(/C=C/C(=O)N2C(=O)c3cccc(N)c3C2=O)cc(OC)c1OC	5.2µM*	-14*
c1ccc(-c2nc(NC3CCCC3)c3ccccc3n2)cc1	i	9
COC(=O)c1ccccc1NC(=S)N(C)C	10%	0
CCN(CC)S(=O)(=O)c1ccc(N2CCOCC2)c(NC(=O)C2CCCO2)c1 (stereo not given)	10%	7
CCCn1c(=O)c(C(=O)NNC(=O)Cc2ccccc2)c(O)c2ccccc21	?	.

# Whole records, quoted from the list:
# Shown for `COC(=O)c1ccccc1NC(=S)N(C)C` = Lipid storage S3: 10%; Lipid storage S3 cell count max: 0
# Shown for `CCc1ccc(C2C3=C(CCCC3=O)OC3=C2C(=O)CCC3)cc1` = Lipid storage S3: 8%; Lipid storage S3 cell count max: 4

# Following part:
Molecule | Lipid storage S3 | Lipid storage S3 cell count max
C/C(CC(=O)Nc1cc(Cl)ccc1Cl)=N\NC(=O)c1ccco1 | 6% | -8
COc1ccc(NS(=O)(=O)c2ccc(Oc3cccc(C(=O)O)c3)cc2)cc1 | -16% | -1
CC(=O)Oc1ccc2occ(-c3ccccc3)c2c1 | i | 11
COC(=O)C(CCSC)NC(=O)CNC(=O)C1CCCCC1 (stereo not given) | ? | .
COCCCN1C(=O)c2ccc(C(=O)OCC(=O)NCCc3ccccc3)cc2C1=O | ? | .
Cc1cccc(NC(=O)c2ccc([N+](=O)[O-])cc2Cl)n1 | ? | .
COc1ccccc1CNC(=O)CCCN1C(=O)NC2(CCCC2)C1=O | ? | .
O=C(NC1(C(F)(F)F)C(=O)Nc2c1c(=O)[nH]c(=O)n2Cc1ccco1)C1CC1 (stereo not given) | 0% | -3
O=C(Nc1ccc(Br)cn1)c1ccc([N+](=O)[O-])cc1Cl | -4% | .
O=C(CNc1cccc2ccccc12)N/N=C/C=C/c1ccco1 | ? | .
S=c1[nH]ncn1NCc1ccc(Cl)cc1Cl | 0% | 14
COC(=O)COc1ccc(S(=O)(=O)NCc2cccnc2)cc1C | ? | .
Cc1cc(Cl)ccc1NC(=O)CCC(=O)N/N=C/c1cccnc1 | 7% | 12
S=c1[nH]ccn1-c1c(Cl)cccc1Cl | ? | .
Cc1ccc(S(=O)(=O)CCC(=O)Nc2ccccc2Br)cc1 | 14% | 9
COc1ccc(-n2sc3c(c2=S)-c2cc(OC)ccc2NC3(C)C)cc1 | ? | .
COCCn1c(SCC(=O)N2CCC(C)CC2)nc2c([nH]c3ccccc32)c1=O | ? | .
Brc1ccc2nc(-c3c[nH]c4ccccc34)cn2c1 | 9% | 10
O=S(=O)(c1ccc2c(c1)CCCN2)N1CCCCC1 | ? | .
O=C(CNC(=S)N(Cc1ccccc1)Cc1cccnc1)NCc1ccccc1 | 0% | 2
COc1ccc(CCc2nnc(CCC(=O)NCCc3ncccc3C)o2)cc1 | -9% | 7
Cc1cccc(CNc2ccc(S(=O)(=O)N3CCCCC3)cc2)c1 | ? | .
CC1(C)Cc2c(C#N)c(SCCO)nc(N3CCOCC3)c2CO1 | 0% | 9
Cc1ccc(/C=N/NC(=O)Cn2ccc(C(F)(F)F)n2)o1 | ? | .
Cc1cc(O)cc2c1C(c1ccc(F)cc1)CC1(CC(C)(C)NC(=S)N1)O2 (stereo not given) | 16% | 11
O=C(Nc1ccnn1C1CCN(CCCc2ccccc2)CC1)c1ccccc1Cl | 29% | 16
Cc1nn(CC(=O)Nc2ccc(C#N)cc2)c(C)c1[N+](=O)[O-] | -2% | 3
CN1CCN(CC(=O)Nc2ccccc2C(F)(F)F)CC1 | 7% | -2
Cc1ccc[n+](C(C)C(=O)Nc2ccc(C)c(C)c2)c1 (stereo not given) | i | -15
CCN(c1ccccc1)S(=O)(=O)c1ccc(Cl)c(NC(=O)CN2CCN(C)CC2)c1 | -4% | -6
COc1ccc(-c2nc3ccccc3c(=O)n2CC(C)C)cc1 | 14% | 4
CC(C)C1CC(=O)NC(SCC(=O)Nc2ccc(Br)cc2)=C1C#N (stereo not given) | ? | .
COc1cc(NC(=O)C2CCN(S(=O)(=O)c3cnc[nH]3)CC2)cc(OC)c1OC | ? | .
O=C(O)C1=C[C@@H](c2ccc3c(c2)OCO3)C[C@@H](OCc2ccc(CO)cc2)O1 | ? | .
Nc1cc(C(=O)OCC(=O)Nc2ccc(N3CCOCC3)cc2)ccc1Cl | ? | .
Cc1cccc(N2CC(C(=O)Nc3ccc(S(=O)(=O)NCC4CCCO4)cc3)CC2=O)c1C (stereo not given) | ? | .
Fc1ccc(Sc2cc(Cl)c(-c3ccccc3)nn2)cc1 | 9% | 5
CC(C)(C)CC(=O)N1CCN(Cc2ccc3c(c2)OCO3)CC1 | ? | .
CCOc1ccccc1C(=O)N(Cc1ccco1)C1CCS(=O)(=O)C1 (stereo not given) | -25%[9.22 µM] | -29
CC1(C)CC2CC(C)(CN2CC(O)c2ccccc2)C1 (stereo not given) | ? | .
CN(CCO)c1ccc(/C=N/Nc2nncc3ccccc23)cc1 | ? | .

# In another format: entries from further up.
Molecule: O=C(Nc1cnn(Cc2ccc(Cl)cc2)c1)c1cnccn1
  Lipid storage S3 = ?; Lipid storage S3 cell count max = .

Molecule: CCOC(=O)c1c(C)oc2cc(Br)c(OCC(N)=O)cc12
  Lipid storage S3 = 11%; Lipid storage S3 cell count max = 6

# Screens as filed in PubChem.
